# Screens (PubChem)
# PKA-R1A activ – activators of PKA-R1A complex | PKA-R1A dissociation, Cy5-IP20 fluorescence polarization; scaled: DMSO 0%, 113 µM cGMP 100% | activation, % at 11.4 µM | 340,000 compounds, 0.083% hits;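 active = percent activation above the mean of all tested compounds plus 3 SD, cut at about 19% in these data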;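 also: higher means more PKAc released from R1A so a rise in polarization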
# NSD2 HMT inh – NSD2 (human) methyltransferase inhibition | NSD2 peptide methylation, AlphaScreen, 120 min | inhibition, % at 12.5 µM | 310,000 compounds, 0.54% hits | AID 743445; in the data active = inhibition above about 50%
# DSG3 Ab inh – inhibitors of pemphigus antibody binding to human desmoglein-3; P32926; DSG3-coupled beads, scFv-anti-DSG3-GFP binding, flow cytometry; hits give low values; binding (percent of control), % at 10 µM; 310,000 compounds, 0.48% hits; AID 588358;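 active = binding more than 3 SD below its plate's average and above zero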;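 also: hits lower antibody fragment binding to DSG3; some compounds called inactive have numbers as strong as hits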
# dFosB activator – enhances mouse delta FosB homodimer DNA binding. 340,000 compounds, 0.99% hits. activation, % at 25 µM. AID 493131. purified delta FosB, TAMRA-CDK5 oligo fluorescence polarization; percent of positive-control signal above neutral wells. P13346;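 active = mean activation above about 17%, with every replicate also reaching it, limit read from the data, passing the limit was not always enough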;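 also: fluorescence polarization rise as delta FosB binds a TAMRA Cdk5 AP-1 oligo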
# MITF act – MITF TRPM1 promoter activation in melanoma cells. activation, % at 12.5 µM. SK-MEL-5 TRPM1-promoter luciferase, 24 h; % of positive control, neutral wells = 0. 300,000 compounds, 0.75% hits;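 active = mean activation of at least 80% with every replicate also reaching 80%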;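 also: 0% = neutral control wells and 100% = parthenolide positive control wells; values of inactives mirror those of a sister screen read the other way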
# Arrestin-AP2 inh – human beta-arrestin and AP2 interaction inhibition | FITC-arrestin peptide / GST-AP2 beads, flow cytometry; AP2 beta2 appendage carries R879A mutation | inhibition, % at 10 µM | 340,000 compounds, 0.31% hits | AID 504490;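 active = inhibition above a set limit, near 3 SD of compounds lacking own fluorescence, cut at about 54% in these data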;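 also: plate controls were DMSO wells for no effect and 5 µM unlabelled arrestin peptide for full effect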
#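 Measured by: flow cytometry, FL1 (488/535 nm); Material: AP2 appendage R879A on GSH beads; Evaluation: percent response; Timing: pre-incubation 12 min, peptide binding 1 h, room temperature; Also added: 50 nM FITC-arrestin peptide; Medium: PBS with 0.05% Tween 20 and 0.1% BSA.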
# SR-BI DiI-HDL act – activators of SR-BI mediated HDL lipid uptake. AID 504775. CHO ldlA[mSR-BI] cells, DiI-HDL uptake fluorescence, 3 h; 100 = double the neutral-control signal. 320,000 compounds, 0.096% hits. activation, % at 12.5 µM;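 active = mean replicate activation of at least 60% and every replicate at or above 60%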;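 also: 0% = median plate neutral-control signal and 100% = twice that signal; values of inactives mirror those of a sister screen read the other way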
#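 System: LDL receptor-deficient CHO ldlA cells overexpressing murine SR-BI | Timing: 3 h uptake period with compound, 37 °C | Medium: HEPES-buffered (25 mM, pH 7.4) F12 plus 0.5% BSA | Dosing: Single-point compound dose | Signal: Bottom-read fluorescence, 550/595 nm | Read-out: Retained DiI signal reflecting DiI-HDL uptake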
# SR-BI DiI inh – inhibitors of mouse SR-BI mediated HDL lipid uptake; ldlA[mSR-BI] CHO cells, DiI-HDL uptake fluorescence, 3 h; inhibition, % at 12.5 µM; AID 488896; 320,000 compounds, 0.96% hits; Q61009;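 active = mean replicate inhibition of at least 70% and a set share of replicates each scoring 70 or more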;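 also: 0% = median of neutral control wells and 100% = median of positive control wells; values of inactives mirror those of a sister screen read the other way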
# Target sequence (Q61009 whole entry, looked up): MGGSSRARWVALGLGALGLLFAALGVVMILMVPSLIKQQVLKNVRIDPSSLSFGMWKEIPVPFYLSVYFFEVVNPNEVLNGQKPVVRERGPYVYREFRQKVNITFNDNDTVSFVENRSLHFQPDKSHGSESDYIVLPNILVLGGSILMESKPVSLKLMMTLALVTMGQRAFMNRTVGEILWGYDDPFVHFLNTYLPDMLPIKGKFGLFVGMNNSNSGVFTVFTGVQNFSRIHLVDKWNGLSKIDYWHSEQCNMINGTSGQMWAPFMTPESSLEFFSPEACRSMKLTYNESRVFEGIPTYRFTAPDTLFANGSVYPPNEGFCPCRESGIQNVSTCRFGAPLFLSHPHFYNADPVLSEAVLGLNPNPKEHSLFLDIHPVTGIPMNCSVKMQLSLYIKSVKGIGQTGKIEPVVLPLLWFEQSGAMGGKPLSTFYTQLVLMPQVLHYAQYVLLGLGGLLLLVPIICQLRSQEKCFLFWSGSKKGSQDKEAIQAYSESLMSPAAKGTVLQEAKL
# SUMO Mot1 rescue – inhibitors of SUMOylation pathway: yeast Mot1-301 growth rescue; 320,000 compounds, 1% hits; growth rescue, % at 18.8 µM; S. cerevisiae Mot1-301 growth rescue, ATP luminescence, 38.5C; percent above DMSO median, 100 means doubled; AID 2716;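 active = every valid replicate shows activation above 250% relative to neutral control wells; inactive = the rest, any valid replicate at or below 250%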;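 also: OY570 slx delta 5 strain wells were the positive control but not used for scaling; some compounds called inactive have numbers as strong as hits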
# PKA-R2B act – activates the human PKA-R2B holoenzyme complex. activation, % at 11.4 µM. AID 504700. 340,000 compounds, 0.079% hits. PKA-R2B holoenzyme dissociation, Cy5-IP20 fluorescence polarization; R2B truncated from residue 108, S112A mutant; 0% DMSO only, 100% 113 µM cGMP. P22694+P31323;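 active = activation above a cutoff set at the mean over all compounds plus 3 SD, cut at about 18% in these data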;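 also: higher means more holoenzyme dissociation and a rise in polarization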
# CDK5 inh – inhibitors of human CDK5/p35 kinase; Q00535+Q15078; Recombinant CDK5/p35, ADP-Glo luminescence, 60 min; inhibition, % at 10 µM; 330,000 compounds, 0.01% hits;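 active = highest replicate inhibition of at least 50% and at least 75% of replicates reaching 50%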;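 also: plate controls were DMSO neutral control for no effect and GW8510 at 10 µM for full effect; many of its hits are not listed in these tables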
# Target sequence (Q00535 whole entry, looked up): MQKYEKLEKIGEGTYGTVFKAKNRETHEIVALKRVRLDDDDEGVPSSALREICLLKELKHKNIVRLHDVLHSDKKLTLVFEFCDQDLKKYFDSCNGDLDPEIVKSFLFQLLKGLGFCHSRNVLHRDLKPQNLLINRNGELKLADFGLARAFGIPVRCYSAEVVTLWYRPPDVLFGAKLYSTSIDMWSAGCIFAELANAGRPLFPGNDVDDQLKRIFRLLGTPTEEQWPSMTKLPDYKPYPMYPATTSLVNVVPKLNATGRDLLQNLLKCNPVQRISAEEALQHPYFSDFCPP
# Target sequence (Q15078 whole entry, looked up): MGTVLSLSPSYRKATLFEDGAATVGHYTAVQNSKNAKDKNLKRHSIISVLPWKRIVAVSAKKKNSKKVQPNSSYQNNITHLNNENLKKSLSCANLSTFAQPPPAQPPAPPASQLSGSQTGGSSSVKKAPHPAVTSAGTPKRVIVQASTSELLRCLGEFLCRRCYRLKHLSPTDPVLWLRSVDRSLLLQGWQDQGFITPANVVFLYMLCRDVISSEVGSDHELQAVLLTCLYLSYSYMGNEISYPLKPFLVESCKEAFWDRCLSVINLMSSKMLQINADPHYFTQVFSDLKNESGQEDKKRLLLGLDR
# Starred values were filed as active, the others as inactive; · = not tested or not shown.
SMILES,PKA-R1A activ,NSD2 HMT inh,DSG3 Ab inh,dFosB activator,MITF act,Arrestin-AP2 inh,SR-BI DiI-HDL act,SR-BI DiI inh,SUMO Mot1 rescue,PKA-R2B act,CDK5 inh
O=C(NC(=S)Nc1ccc(Cc2ccncc2)cc1)c1ccccc1F,-6,-3,·,-10,4,18,13,-13,45,-2,0.1
CCn1c(C)nc2cc(C(=O)NNC(=S)Nc3ccc(OC)cc3)ccc21,-12,2,105,5,3,11,14,-14,203,-4,4.8
O=C(NC1CCCC1)C(c1ccc(Cl)cc1)N(Cc1ccc(F)cc1)C(=O)CCl (stereo not drawn),0,·,85,-1,-9,3,26,-26,200,-4,1.1
COc1ccc(Sc2ncnc3onc(C)c23)cc1,-4,0,96,1,-6,29,3,-3,-26,4,-2.2
COc1cccc(NC(=O)Cn2nnc(C(=O)NCCc3ccccc3)c2N)c1,-4,-3,·,37*,-6,-4,-16,16,-5,2,1.5
CC(=O)NC1=NN(C(C)=O)C2(S1)C(=O)N(CC(C)C)c1ccc(C)cc12 (stereo not drawn),3,·,·,-5,6,-4,-9,9,25,-5,-3.3
Cc1occc1-c1nnc(SCC(=O)c2ccc(Cl)cc2)n1CC1CCCO1 (stereo not drawn),-4,·,106,-5,0,-5,4,-4,486,-7,1.4
O=C(CN1CC(=O)Nc2ccccc21)NCCc1ccc(Cl)cc1Cl,-2,1,100,-4,0,-7,4,-4,261,-1,1.6
Cc1ccc(NC(=O)N2CCC(NC(=O)C(C)(C)C)CC2)cc1,-6,0,101,2,7,7,14,-14,-2,13,2.0
CC(=O)N1CCN=C1SCc1c(F)cccc1Cl,-4,·,109,0,1,-4,-2,2,387,-2,-1.8

# Grouped by structure: the entries above containing an aryl thioether with sulfur outside any ring (2)
SMILES,PKA-R1A activ,NSD2 HMT inh,DSG3 Ab inh,dFosB activator,MITF act,Arrestin-AP2 inh,SR-BI DiI-HDL act,SR-BI DiI inh,SUMO Mot1 rescue,PKA-R2B act,CDK5 inh
COc1ccc(Sc2ncnc3onc(C)c23)cc1,-4,0,96,1,-6,29,3,-3,-26,4,-2.2
Cc1occc1-c1nnc(SCC(=O)c2ccc(Cl)cc2)n1CC1CCCO1 (stereo not drawn),-4,·,106,-5,0,-5,4,-4,486,-7,1.4

# Further entries follow:
SMILES,PKA-R1A activ,NSD2 HMT inh,DSG3 Ab inh,dFosB activator,MITF act,Arrestin-AP2 inh,SR-BI DiI-HDL act,SR-BI DiI inh,SUMO Mot1 rescue,PKA-R2B act,CDK5 inh
O=C(C1=C[C@H](C2CC2)C[C@H](OCc2ccc(CO)cc2)O1)N1CCOCC1,-1,·,98,0,-6,8,2,-2,-7,-1,1.9
O=C1CC(N2CCC(c3nc4ccccc4[nH]3)CC2)C(=O)N1Cc1ccccc1 (stereo not drawn),-8,-5,100,-2,-5,-6,-12,12,-6,-7,0.1
COC1CCN(C(=O)c2ccc3oc(C(C)C)nc3c2)CC1,0,-6,·,3,10,0,14,-14,-9,-9,-0.1
COc1cc(OC)c(OC)cc1/C=N/NC(=O)CC1C(=O)NN=C1C (stereo not drawn),-4,4,99,-2,·,8,4,-4,-3,-13,0.0
COc1ccc(C(=O)COC(=O)CCc2ccccc2)cc1,-2,10,102,-7,8,3,·,·,18,-5,-1.5
O=C(O)CC1S/C(=N/N=C/c2ccc(-c3ccc(Cl)cc3[N+](=O)[O-])o2)NC1=O (stereo not drawn),-3,60*,98,1,·,17,-37,37,-8,-3,-1.9
COc1ccc(-c2[nH]c(-c3ccc(F)cc3)nc2SCC(=O)NC2CCCC2)cc1,-13,·,107,-9,·,3,-78,78*,33,0,0.4
CN(CC(=O)Nc1ccc2c(c1)OCO2)S(=O)(=O)c1cccs1,-5,-3,107,-2,61,-3,·,·,-11,13,-1.6
CC1=CC(C)(C)N(C(=O)CN2C(=O)CCC2=O)c2ccc(C)cc21,1,2,·,-5,1,0,3,-3,1,-4,-0.8
O=C(C1CCCN(S(=O)(=O)c2ccccc2[N+](=O)[O-])C1)N1CCCC1 (stereo not drawn),1,5,99,0,3,5,-8,8,-3,2,0.7
NC(=O)C1CCN(C(=O)Cn2cccc2C(=O)c2ccccc2)CC1,-9,-2,·,-5,0,-1,27,-27,-26,1,1.9
CCn1cnc2cc(NC(=O)COc3ccc(C)cc3)ccc21,-7,-1,103,1,-12,-3,-5,5,·,6,0.1
Cc1cc(C(=O)CSc2nnnn2-c2ccc(O)cc2)c(C)n1Cc1ccc2c(c1)OCO2,-11,-4,117,-8,9,-7,1,-1,30,-5,0.6
COc1cc(C(=O)Nc2nc(-c3ccc(C)cc3)cs2)ccc1OCC(=O)N1CCOCC1,-7,1,107,8,8,4,-59,59,2,-1,-1.0
CNC(=O)CSc1nnc(-c2ccco2)n1-c1ccccc1OC,-7,1,98,0,-4,2,20,-20,-11,-5,0.0
O=C(NN=C1CCN(Cc2ccccc2)CC1)c1cc(Br)ccc1O,-3,1,103,0,3,28,11,-11,3,-12,0.2
c1ccc2c(c1)OCC(c1nn3c(Cn4nnc5ccccc54)nnc3s1)O2 (stereo not drawn),9,3,94,-3,-18,10,2,-2,-5,-2,-0.2
Cc1ccc(C(=O)NN2C(=O)C3C(C2=O)C2C=CC3C23CC3)cc1 (stereo not drawn),-15,-2,102,1,-1,33,9,-9,21,-7,-0.7
COC(=O)[C@@]12CCCCN1[C@H](c1ccc(-c3ccc(F)cc3)c(OC)c1)[C@@H]1C(=O)N(C)C(=O)[C@@H]12,7,·,100,5,4,25,8,-8,-17,-6,0.4
Cc1ccc2c(ccc[n+]2CC(=O)c2ccccc2)c1,-7,1,152,-4,-13,5,33,-33,309,2,-1.6
CCCNc1nc(OC(C(F)(F)F)C(F)(F)F)nc(OC(C(F)(F)F)C(F)(F)F)n1,5,-1,86,3,11,32,11,-11,-7,-6,0.3
CCN1CCN(C(=O)NCc2ccccc2)CC1,0,7,83,5,-1,0,27,-27,3,-16,0.1
O=C1NC(=S)S/C1=C/c1ccc(Oc2cnccn2)cc1,-3,-5,90,-7,7,3,4,-4,3,1,-3.6
Cc1csc(N(C)C(=O)CSc2nnc(COc3ccccc3C)o2)n1,-6,-3,97,0,1,-1,20,-20,3,-11,0.7
COc1ccc(NC(=O)N[C@@H](CCSC)C(=O)O)cc1Cl,-9,27,99,-4,-4,9,8,-8,215,-6,-1.4
COc1ccccc1C(=O)Nc1ccc2c(c1)nc1n2CCN(Cc2ccccc2)C1,-1,-1,109,-6,-2,20,-63,63,34,4,-1.6
Cc1cc(NC(=O)CSCC(=O)Nc2nc3ccc(F)cc3s2)no1,3,-2,101,-2,-3,-10,5,-5,-18,4,2.1
COc1ccccc1Oc1ccc(N/C=C/C(=O)c2ccc(C)o2)cc1,-8,5,98,-16,4,-7,-52,52,62,-11,-0.4
CC(C)C(C)NC(=O)COc1ccc(S(=O)(=O)N2CCOCC2)cc1[N+](=O)[O-] (stereo not drawn),-1,-1,·,1,0,-2,18,-18,-4,2,1.0
CNC(=O)c1csc(-c2ccc(C)cc2)n1,6,1,106,-9,35,8,32,-32,-7,3,-0.5
Cc1ccc(OCC(O)CN2CCc3ccccc3C2)c(C)c1 (stereo not drawn),-6,6,104,-3,-5,8,12,-12,16,-2,-1.4
CCOc1ccc([C@@H]2CC=C(C(=O)O)[C@H](c3ccc(F)cc3)N2S(=O)(=O)c2ccc(C)cc2)cc1,-5,·,105,-10,5,21,10,-10,-20,-5,-0.4
O=C(CN1CCN(S(=O)(=O)c2ccc(F)c(Cl)c2)CC1)N1CCNC1=O,0,-2,94,-3,3,6,0,0,-13,-6,1.5
O=C(NC1CCOCC1)C1CCC(=O)N(CCc2cccc(F)c2)C1 (stereo not drawn),-6,-3,101,1,7,22,3,-3,-13,5,0.0
O=C(NCCCc1ccccc1)c1cc(COc2ccc(F)cc2Cl)on1,2,-2,35*,-8,8,2,2,-2,10,1,·
CCCOc1ccc(C(=O)C(CCC(CNCC)C(=O)c2ccc(OCCC)cc2)CNCC)cc1 (stereo not drawn),1,33,114,19*,-102,-7,8,-8,·,3,-4.5
CCOC(=O)c1ccc2c(c1)nc(SC(C)C(=O)NCC1CCCO1)n2CC (stereo not drawn),-12,1,100,-6,6,38,-18,18,9,13,0.1
O=c1c2c(nc3nc(COc4ccccc4)[nH]n13)CCC2,-6,0,108,-7,·,0,·,·,-8,-7,0.5
CCOC(=O)c1c(C)oc2ccc(NS(=O)(=O)c3cccs3)cc12,-6,26,124,-3,-11,1,-12,12,45,-10,-7.6
CC(=O)NNc1ncnc2c1cnn2-c1ccc(C)c(Cl)c1,-2,0,123,-17,32,-6,12,-12,25,-6,-0.4
Cc1ccc(C(=O)N2N=C3c4ccccc4S(=O)(=O)N3[C@H]2N(C)C)cc1,-9,0,95,-13,2,-8,4,-4,·,1,0.2
Brc1cc2[nH]cnc2c2ccccc12,4,11,108,-1,-37,-1,-6,6,27,-10,2.7
COC(=O)c1ccc(C)c(NC(=O)CCCN2C(=O)CN(C)C2=O)c1,0,0,116,-1,-5,21,19,-19,7,10,-0.2
CCOc1ccccc1N(CC(=O)NCCSc1ccccn1)S(=O)(=O)c1ccc(C)cc1,-7,1,90,-6,10,-1,-3,3,-1,-5,-0.9
CC(C)N1CCC(N2CCN(Cc3ccc4nonc4c3)CC2CCO)CC1 (stereo not drawn),-1,1,99,-2,-18,20,·,·,1,-4,0.7
Brc1cc(Br)c2nc(-c3cccs3)ccc2c1,0,-3,93,1,14,6,-15,15,-11,-11,-0.3
C[C@H](CO)N1C[C@H](C)[C@@H](CN(C)S(=O)(=O)c2ccccc2)Oc2ccc(NC(=O)NC3CCCCC3)cc2C1=O,6,·,101,-20,14,11,-12,12,-9,0,1.2
COC(=O)c1ccc(CNC(=O)CSC2=NCCS2)cc1,4,1,105,-3,10,-4,-6,6,96,-5,0.1
N#Cc1c(SCC(=O)Nc2cccc(F)c2)sc2c(O)cc(=O)[nH]c12,8,4,·,-13,-2,24,19,-19,-12,9,9.9
COc1cc(OC)cc(C(=O)NC(=S)Nc2ccc(Cl)c(C(=O)O)c2)c1,-4,1,100,-14,3,14,-6,6,26,-8,-8.6
c1ccc(-c2nc(NCc3ccco3)c3ccccc3n2)nc1,-10,11,·,-16,-25,4,2,-2,505*,-16,-2.3
